# RGS4-Gao reg – modulates binding of RGS4 to human Galphao | P09471 | Multiplexed bead flow cytometry; actives lie on both sides | binding response (% of control), % at 10 µM | AID 1415 | hit rate 0.33% among 220,000; in the data active = binding response below about 49% or above about 150%; inactive = in between;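 note: fluorescent Galphao activated with aluminum fluoride binding bead-coupled RGS4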
# Target sequence (P09471 whole entry, looked up): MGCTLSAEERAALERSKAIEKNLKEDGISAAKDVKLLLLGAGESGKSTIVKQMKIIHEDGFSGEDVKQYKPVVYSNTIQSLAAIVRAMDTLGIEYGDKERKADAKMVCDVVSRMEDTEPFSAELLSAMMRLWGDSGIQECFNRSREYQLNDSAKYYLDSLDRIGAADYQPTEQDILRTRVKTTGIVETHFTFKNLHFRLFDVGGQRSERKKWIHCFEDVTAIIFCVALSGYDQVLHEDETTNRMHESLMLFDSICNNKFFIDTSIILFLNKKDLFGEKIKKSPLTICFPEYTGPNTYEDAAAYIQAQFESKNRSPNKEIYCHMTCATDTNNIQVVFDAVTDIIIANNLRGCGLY
# Bcl-2 Bim block – inhibitors of Bim-Bcl-2 interaction, human | P10415 | inhibition, % at 10 µM | hit rate 0.06% among 190,000 | Bead-based flow cytometry, Bim peptide-Bcl-2 binding; in the data active = inhibition above about 40%; inconclusive = no clear call, values can overlap the other calls;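 note: 0% = no compound wells with probe peptide and 100% = reference peptide inhibitor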
# Target sequence (P10415 whole entry, looked up): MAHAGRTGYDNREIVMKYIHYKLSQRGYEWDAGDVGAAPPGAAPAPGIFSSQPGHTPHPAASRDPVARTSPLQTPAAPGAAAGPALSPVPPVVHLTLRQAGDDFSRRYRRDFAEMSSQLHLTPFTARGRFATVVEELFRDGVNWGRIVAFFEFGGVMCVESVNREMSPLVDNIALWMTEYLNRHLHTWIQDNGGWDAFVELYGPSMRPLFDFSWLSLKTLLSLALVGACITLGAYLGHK
# RGS7-Gao reg – modulates binding of RGS7 to human Galphao; Multiplexed bead flow cytometry; actives lie on both sides; P09471; hit rate 0.35% among 220,000; binding response (% of control), % at 10 µM; in the data active = binding response below about 49% or above about 150%; inconclusive = no clear call, values can overlap the other calls; inactive = in between;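 note: fluorescent Galphao held in activated GDP-AlF4 state binding bead-coupled RGS7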
# Bim-Bcl-B – disrupts Bim peptide binding to human Bcl-B; bead-based flow cytometry; inhibition, % at 10 µM; hit rate 0.073% among 190,000; AID 951;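 note: 0% = tracer peptide without compound and 100% = reference inhibitor peptide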
# Target sequence (Q9HD36 whole entry, looked up): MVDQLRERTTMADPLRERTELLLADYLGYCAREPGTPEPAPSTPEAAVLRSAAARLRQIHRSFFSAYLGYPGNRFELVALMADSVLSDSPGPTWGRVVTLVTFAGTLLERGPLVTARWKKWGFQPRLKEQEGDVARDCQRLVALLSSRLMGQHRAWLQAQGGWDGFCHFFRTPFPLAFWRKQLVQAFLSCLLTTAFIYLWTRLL
# GSH bead fluor – GSH bead compound fluorescence profile | GSH beads flow cytometry, compound fluorescence 488/530 nm; stronger effect = higher value | hit rate 0.25% among 190,000 | fluorescence (KMESF) at 10 µM; in the data active = fluorescence above about 89;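 note: glutathione beads carrying GST-tagged Bcl family fusion proteins plus one bare bead set; values are compound well signal with DMSO vehicle wells as background; inactives centre near 16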
# Mcl1 Bid PPI – Mcl-1/Bid interaction inhibition; hit rate 0.97% among 220,000; Q07820; TR-FRET Mcl-1/Bid-Dy647 peptide binding, 1536-well; inhibition, % at 21.7 µM;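 active = compounds that cut the binding signal by more than half at the single screening dose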;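 note: His-tagged Mcl-1 with europium anti-His antibody binding Bid BH3 peptide; 0% = Mcl-1 plus peptide wells and 100% = peptide-only wells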
# Mcl-1 Bim block – disrupts Bim peptide binding to human Mcl-1. Q07820. Bead-based flow cytometry, Bim peptide-Mcl-1 binding. inhibition, % at 10 µM. hit rate 0.1% among 190,000. AID 1009;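 note: 0% = no compound tracer wells and 100% = peptide blocker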
# Bcl-XL Bim block – disrupts Bim peptide binding to human Bcl-XL. hit rate 0.04% among 190,000. Q07817. inhibition, % at 10 µM. bead flow cytometry, fluorescence
# Target sequence (Q07817 whole entry, looked up): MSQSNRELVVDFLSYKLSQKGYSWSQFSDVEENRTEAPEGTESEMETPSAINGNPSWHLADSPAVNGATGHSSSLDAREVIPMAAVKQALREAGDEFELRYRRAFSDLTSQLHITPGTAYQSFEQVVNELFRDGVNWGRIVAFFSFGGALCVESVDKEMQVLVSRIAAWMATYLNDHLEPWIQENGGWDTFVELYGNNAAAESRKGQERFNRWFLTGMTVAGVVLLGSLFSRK
# RGS8-Gao reg – regulators of human RGS8-Galphao interaction. multiplexed bead flow cytometry, RGS8-Galphao binding; actives lie on both sides. response (percent of control binding), % at 10 µM. hit rate 0.34% among 220,000. AID 1423; in the data active = response below about 60% or above about 140%; inactive = in between;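 note: Galphao activated as the GDP aluminium fluoride complex binding bead-coupled RGS8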
# Bim-Bfl-1 – disrupts Bim binding to human Bfl-1 | AID 1008 | Q16548 | inhibition, % at 10 µM | hit rate 0.12% among 190,000 | Bead-based flow cytometry, Bim-Bfl-1 binding inhibition;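 note: 0% = wells without compound plus tracer and 100% = blocker peptide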
# Bcl-W Bim block – disrupts Bim peptide binding to human Bcl-W. bead-based flow cytometry. hit rate 0.02% among 190,000. AID 952. inhibition, % at 10 µM;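 note: 0% = bound tracer without compound and 100% = peptide blocker; higher means less fluorescent Bim peptide bound to Bcl-W beads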
# An asterisk follows results filed as active; ? = inconclusive; nt = not tested or not shown; [ ] = dose if it differs, or a comment. Cut-off read from the data, not from the text of the source, unless noted: active = inhibition above about 40%. Random draw from the library. Share with any hit: about 1.8%.
nr	smiles	RGS4-Gao reg	Bcl-2 Bim block	RGS7-Gao reg	Bim-Bcl-B	GSH bead fluor	Mcl1 Bid PPI	Mcl-1 Bim block	Bcl-XL Bim block	RGS8-Gao reg	Bim-Bfl-1	Bcl-W Bim block
1	CC1CCCC(NC(=O)COC(=O)/C=C/c2ccc3c(c2)OCO3)C1C (stereo not drawn)	99	1	102	-1	11	-8	-3	-3	103	4	-1
2	CCOC(=O)C1(CCOc2ccccc2)CCN(Cc2cccn2-c2cccnc2)CC1	96	-4	100	-1	8	-45	0	-2	95	-7	-3
3	CCN1CCN(C(=O)Nc2cc(Cl)ccc2OC)CC1	102	-4	97	-4	13	-9	-2	-4	102	-5	-3
4	Cc1ccc(C2NNC(=O)C2NC(=O)c2ccccc2)cc1 (stereo not drawn)	96	-2	96	-5	5	-25	1	-5	97	-4	-2
5	CCc1nnc(NC(=O)CCC(=O)N2CCN(Cc3ccc(Cl)cc3)CC2)s1	99	0	97	0	10	-15	1	-2	106	0	0
6	O=C(N1CCNCC1)N1CCOCC1	106	-5	106	-5	50	10	-2	3	103	-9	1
7	CCOC(=O)C1=C(C)NC(=O)C1(NC(=O)c1cccnc1)C(F)(F)F (stereo not drawn)	105	-1	108	0	10	6	-2	0	105	-1	0
8	COC(=O)COc1ccc(S(=O)(=O)N2CCOCC2)cc1	100	-8	100	-7	28	-5	-2	-5	101	-24	-7
9	CC12CCCCC1(O)[N+](=O)C1=C(CCCC1)N2[O-] (stereo not drawn)	89	0	76	-5	25	-35	0	0	77	4	7
10	O=C(N/N=C/c1ccc([N+](=O)[O-])s1)C(O)c1ccccc1 (stereo not drawn)	102	-3	99	-8	9	-31	0	-3	100	0	0
11	CC(C)c1ccc2[nH]c(O)c(N=NC(=O)c3cccc(S(=O)(=O)Nc4ccccc4Cl)c3)c2c1	93	0	94	-11	10	-5	-4	-5	95	-2	-3
12	CCn1c(SCC(=O)NCc2ccco2)nnc1-c1cccs1	105	0	102	-3	36	-35	-4	0	104	0	-4
13	O=C(NC12CC3CC(CC(C3)C1)C2)N1CCN(c2nc(-c3ccccc3)cs2)CC1	96	0	96	0	10	-53	-2	-2	100	1	-4
14	O=C1c2ccccc2C(=O)N1CC1c2ccccc2CCN1S(=O)(=O)c1ccccc1 (stereo not drawn)	103	-1	100	-1	19	-19	0	-1	102	-4	2
15	COc1ccc(N2CCc3c(C)nc4c(OC)cc(OC)cc4c32)cc1	99	-2	101	-5	19	-30	-1	-2	99	-3	-1
16	COc1ccc([N+](=O)[O-])cc1N(CC(=O)NCCCOC(C)C)S(C)(=O)=O	99	0	97	-2	19	-14	0	-3	100	-3	5
17	Cc1ccc(Cl)cc1NC(=O)COC(=O)CC(C)(C)C	99	-2	101	-4	12	-11	-1	-8	93	-4	-5
18	O=C(NCc1nc2ccccc2[nH]1)c1cccc(S(=O)(=O)N2CCOCC2)c1	96	-7	99	-3	7	-48	1	-3	96	-9	0
19	CCOC(=O)C(=CN(CCc1ccccc1)CC(=O)OC)C(=O)OCC	101	0	104	-3	18	-4	0	-5	102	-1	-2
20	Cc1nc(CC(=O)NNS(=O)(=O)c2ccc3ccccc3c2)cs1	99	-9	100	-6	9	-26	-6	-6	102	-18	-4
21	CCN1CCN(CCOc2cccc(Oc3ccccc3)c2)CC1	96	-2	92	-3	20	35	-1	-3	100	-7	-3
22	CC(C)Oc1ccc(C(=O)N2CCCc3ccccc32)cc1	109	-10	107	-7	35	-51	-3	-15	109	-11	0
23	COc1ccc(OC)c(-n2c(=S)[nH]c3c(sc(=S)n3-c3ccccc3C)c2=O)c1	101	2	104	-21	25	-29	2	0	100	9	5
24	CCn1cc(C(=O)N2CCN(c3ccccc3F)CC2)c(=O)c2ccc(C)nc21	141	-4	142	0	17	6	0	0	130	-5	1
25	Cc1[nH]ccc(=O)c1OC1OC(CO)C(O)C(O)C1O (stereo not drawn)	93	0	98	-6	17	0	-2	-6	96	1	-4

# Full records as entered above.
# Shown for `CCOC(=O)C1=C(C)NC(=O)C1(NC(=O)c1cccnc1)C(F)(F)F` (stereo not drawn) : RGS4-Gao reg = 105; Bcl-2 Bim block = -1; RGS7-Gao reg = 108; Bim-Bcl-B = 0; GSH bead fluor = 10; Mcl1 Bid PPI = 6; Mcl-1 Bim block = -2; Bcl-XL Bim block = 0; RGS8-Gao reg = 105; Bim-Bfl-1 = -1; Bcl-W Bim block = 0
# Shown for `Cc1ccc(Cl)cc1NC(=O)COC(=O)CC(C)(C)C` : RGS4-Gao reg = 99; Bcl-2 Bim block = -2; RGS7-Gao reg = 101; Bim-Bcl-B = -4; GSH bead fluor = 12; Mcl1 Bid PPI = -11; Mcl-1 Bim block = -1; Bcl-XL Bim block = -8; RGS8-Gao reg = 93; Bim-Bfl-1 = -4; Bcl-W Bim block = -5

# Next part
nr	smiles	RGS4-Gao reg	Bcl-2 Bim block	RGS7-Gao reg	Bim-Bcl-B	GSH bead fluor	Mcl1 Bid PPI	Mcl-1 Bim block	Bcl-XL Bim block	RGS8-Gao reg	Bim-Bfl-1	Bcl-W Bim block
26	Cc1nc(NC(=O)c2ccccc2)sc1-c1csc(NCc2ccco2)n1	97	-5	101	-12	27	-12	-2	-11	97	-6	0
27	COc1ccccc1OCc1ccc(C(=O)OCC2CCCO2)o1 (stereo not drawn)	100	-5	99	-6	47	-30	3	1	100	-7	5
28	COc1cc(C(=O)c2nccc3cc(OC)c(OC)cc23)c([N+](=O)[O-])cc1OC	101	-1	97	-3	16	5	-1	-1	101	-6	-1
29	CCOc1ccc(-n2c(N)c(-c3nc4ccccc4n3C)c3nc4ccccc4nc32)cc1	98	0	92	-4	10	-30	-3	-3	87	1	-7
30	CCSC1=N/C(=C\c2ccccc2)C(=O)N1c1ccc(OC)cc1	99	-5	99	-6	14	-6	0	-3	105	-6	-1
31	O=C(N1CCCCC1)N1CCN(c2ccc(Cl)cc2)CC1	100	-9	94	-9	23	-21	-4	-6	100	-13	0
32	CCCCSC(=S)NC1CCS(=O)(=O)C1 (stereo not drawn)	99	1	101	-4	3	-72	-2	-2	99	0	0
33	Cc1ccc(N2C(=O)NC(NC(=O)c3ccc(Cl)cc3)(C(F)(F)F)C2=O)cc1 (stereo not drawn)	105	-3	102	-3	23	-13	-2	-5	103	-2	-1
34	CN1CC(=O)N(CC(=O)Nc2ccc3c(c2)CCC3)C1=O	101	-1	98	-1	20	-32	0	0	101	-6	-4
35	O=C(CCCn1c(SCC(=O)c2ccc(F)cc2)nc2ccccc2c1=O)NCc1ccccc1	103	1	102	0	36	-8	-5	-6	106	-2	-2
36	COCCCN1C(=O)c2ccc(C(=O)Nc3ccc(OC)cc3OC)cc2C1=O	103	-6	103	-4	28	-15	-4	-1	101	-10	0
37	COc1cc(CC(=O)Nc2nc(C)cs2)cc(OC)c1OC	93	-2	92	-5	13	-15	-1	-2	93	0	-2
38	CCOC(=O)c1cnn(-c2nc(-c3ccccc3)nc3c2COC(C)(C)C3)c1N	103	0	101	0	9	9	0	-1	102	0	-1
39	CNC(=S)Nc1ccc2nc(C)oc2c1	98	0	98	0	17	-27	-1	-5	99	4	-3
40	O=C(NN1C(=O)C2C3C=CC(C4CC34)C2C1=O)c1cccc(Cl)c1 (stereo not drawn)	101	-1	102	-5	10	-4	-1	-4	104	-3	-2
41	CCC(C)NC(=O)CSc1nc2ccc(N3CCOCC3)cc2c(=O)n1CCc1ccccc1 (stereo not drawn)	99	-3	97	-2	10	-21	1	0	98	-4	4
42	CC1(C)CC(N2CCCC2)=CC(=[N+]2CCCCCC2)C1	104	0	106	2	13	-22	3	1	102	0	0
43	CC(=O)Oc1ccc2c(c1)Oc1cc(OC(C)=O)ccc1C21OC(=O)c2ccccc21	581*[activator]	?	628*[activator]	nt	200*	-7	nt	nt	165*[activator]	nt	nt
44	CCN(Cc1cc2ccccc2[nH]c1=O)S(=O)(=O)c1ccccc1	102	-3	97	-6	24	-2	-4	-3	101	-3	-1
45	CC(=O)ON1C(C)(C)Cc2noc(N)c2C1(C)C	104	-11	101	-10	25	-16	-4	-6	102	-21	-3
46	CCc1ccccc1NC(=S)N(CCN(C)C)C(C)c1ccccn1 (stereo not drawn)	100	-8	98	-9	34	-26	0	0	99	-10	-1
47	CS(=O)(=O)N(CC(N)=O)c1cccc(Br)c1	99	-7	100	-15	13	-7	-3	-6	102	6	-5
48	O=C(Nc1ccc2oc(-c3cccnc3)nc2c1)c1ccc(Br)o1	94	-5	101	-3	38	52*	0	8	105	-8	5
49	C=CCOc1ccc2nnc(C)n2n1	103	5	103	1	9	-14	5	0	101	1	2
50	CC(=O)C1=C(O)CC(C)(C)CC1=NCCc1nc2ccccc2[nH]1	101	-2	103	-1	10	-16	1	2	107	-4	0
51	CCCCNC(=O)NS(=O)(=O)c1ccc(C)cc1	nt	-4	nt	-4	17	-5	0	0	nt	1	2
52	Cn1c(CC(=O)Nc2ccc(Cl)c(Cl)c2)nnc1SCC(=O)N1CCN(c2ccccc2)CC1	100	0	102	3	18	-14	0	0	102	-1	-4
53	COc1ccc(OC)c(C(C)NC(=O)c2ccco2)c1 (stereo not drawn)	103	2	105	0	15	-6	-2	0	99	1	-1
54	COCCN(C(=O)C(C)C)c1nnc(-c2cccc(C)c2)s1	106	-9	103	-4	8	-29	0	-5	105	-6	5
55	COc1ccc(C(=O)CSc2nc3ccccc3n2CC(=O)c2ccccc2)cc1	98	-11	99	-9	56	-9	-1	-12	101	-14	-1
56	COc1cccc(OC)c1C(=O)Nc1ccc(CN2CCCCC2)cc1	101	2	105	3	18	-22	0	0	114	3	0
57	COc1ccc(CC(=O)NCc2ccc3c(c2)cc(C)n3C)cc1	102	-5	103	-3	13	-41	-2	-1	108	-5	-2
58	CCc1cc2cccc(C)c2nc1SCC(=O)Nc1cc(C)on1	97	3	102	-1	12	-37	3	0	97	4	3
59	Cc1ccc(/C=C2\NC(=S)NC2=O)cc1[N+](=O)[O-]	103	0	?	0	20	-1	2	4	101	-3	2
60	Cc1c(/C(O)=C2\C(=O)C(=O)N(CCCN(C)C)C2c2ccccc2)cnn1-c1ccccc1 (stereo not drawn)	106	1	106	-3	17	-52	1	1	105	-4	0
61	CC(=O)Cc1nsc(NC(=O)c2ccccc2Cl)n1	104	-1	99	0	11	-17	0	-3	104	-7	-1
62	O=C(COCC(=O)NCc1ccccc1)NCc1ccccc1	99	0	102	0	14	-19	49*	-1	103	-6	-1
63	O=c1oc2ccccc2c(Nc2ccc3ccccc3c2)c1[N+](=O)[O-]	99	2	99	-2	28	39	0	-1	99	5	-2
64	CCOC(=O)C1=NOC(CN(c2ccccc2)S(=O)(=O)c2ccc(Cl)cc2)C1 (stereo not drawn)	99	-3	99	-2	10	-6	0	-1	100	-6	1
65	Nc1nc(-c2sc3nc4c(cc3c2N)CCCC4)nc(N2CCOCC2)n1	100	-3	103	-7	12	-30	-2	-10	103	-5	-5
66	Cc1ccc(O)c(N=Cc2cc(Cc3ccccc3)cc([N+](=O)[O-])c2O)c1	98	2	95	-5	29	-89	-1	-3	98	1	0
67	CCN1C(=O)/C(=C/c2cccs2)SC1=Nc1ccc(OC)cc1	101	0	98	0	13	97*	-1	-4	105	1	0
68	CCCC/C(O)=C1\C(=O)CC(C)(C)CC1=Nc1ccc(N)cc1	98	0	100	-4	7	-14	0	1	103	-3	-3
69	Cc1ccc(OCC(=O)N/N=C/c2cn[nH]c2-c2ccc(Cl)c(Cl)c2)cc1	97	-14	95	-4	26	3	-1	-2	97	-18	2

# Screens as filed in PubChem.
